Salmonella PhoP GFP = Inhibition of PhoP regulon, Salmonella typhi GFP reporter cells, confirmation, 4 h (AID 1850) | Salmonella Typhi PhoP-promoter GFP reporter, fluorescence, 4 h; higher % means a stronger effect | inhibition, % at 50 µM, or IC50 in µM where a hit was titrated | actives 0.33% (n = 310,000); in the data active means a potency from the dose series; inconclusive means inhibition mostly from about 25% at the one dose, without a potency; inactive means the rest, 99 in 100 with inhibition below about 19%;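 further: 0% = induced wells with vehicle and 100% = uninduced wells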
H37Rv inhibition = M. tuberculosis growth inhibition, HTS (AID 449762) | M. tuberculosis H37Rv growth inhibition, 7H9 media; higher % means a stronger effect | one-dose inhibition, % at 25 µM; IC50 in µM for titrated hits | actives 0.59% (n = 330,000); in the data active means a potency from the dose series; inconclusive means inhibition above about 70% without an active follow-up result;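 further: bacterial growth assessed after seven days of incubation; strong numbers were not always called active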
M. tuberculosis = growth inhibition of non-replicating M. tuberculosis (AID 488890) | actives 0.39% (n = 320,000) | Mycobacterium tuberculosis non-replicating, growth inhibition; higher % means a stronger effect | one-dose inhibition, % at 25 µM; IC50 in µM for titrated hits; in the data active means a potency from the dose series; inconclusive means inhibition mostly from about 82% at the one dose, without a potency; inactive means the rest, 99 in 100 with inhibition below about 76%;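 further: plate controls were DMSO cells for no effect and high antibiotic wells for full effect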
inhibitors of VEEV = inhibitors of VEEV TC-83 cytopathic effect, confirmation, Vero cells (AID 588727); actives 0.13% (n = 350,000); Vero cells, VEEV TC-83 cytopathic effect inhibition; higher % means a stronger effect; inhibition, % at 20 µM, or IC50 in µM where a hit was titrated; in the data active means a potency from the dose series; inconclusive means inhibition mostly from about 14% at the one dose, without a potency; inactive means the rest, 99 in 100 with inhibition below about 12%; further: strong numbers were not always called active
influenza NS1A = H1N1 influenza NS1A inhibitors, functional cell based assay (AID 504329). actives 0.3% (n = 340,000). inhibition, % at 12.5 µM, or IC50 in µM where a hit was titrated. NS1A functional cell-based assay, percent inhibition; higher % means a stronger effect; in the data active means a potency from the dose series; inconclusive means inhibition above about 27% without an active follow-up result; further: strong numbers were not always called active
inhibitors of VEEV 10K pilot screen = second read-out of inhibitors of VEEV, no call of its own (marks repeat the call); inhibition, %; measured here: 10K pilot screen inhibition
Starred values were filed as active, the others as inactive; i = inactive; ? = inconclusive; · = not tested or not shown.

SMILES | Salmonella PhoP GFP | H37Rv inhibition | M. tuberculosis | inhibitors of VEEV | influenza NS1A | others
O=C(O)/C(=C\c1cccc([N+](=O)[O-])c1)c1ccc(S(=O)(=O)N2CCCCC2)s1 | 15% | -2% | 22% | 1.0% | -12%
Cc1ccc(S(=O)(=O)NCC(=O)OCCOc2ccccc2F)cc1 | · | 10% | 46% | 1.2% | -12%
Cc1ccc(OCC(=O)N/N=C/c2ccccc2)c([N+](=O)[O-])c1 | · | · | · | 12% | 23%
CS(=O)(=O)N(CC(=O)N1CCCC1)c1ccccc1Br | 7% | 4% | -6% | 0.3% | -6%
COC(=O)c1[nH]c2ccc(C)cc2c1NC(=O)CN1CCCc2ccccc21 | -4% | -6% | 38% | 6.8% | 18%
Cc1cc(=O)[nH]c(SCC(=O)Nc2ccc(Br)cc2)c1C#N | 10% | -8% | ? | 0.7% | 4%
CC(C)N=Cc1c(O)[nH]c2ccccc12 | -13% | -4% | -4% | i | 4%
CCC(C)NC(=O)C1(O)c2ccccc2NC(=O)N1c1ccc(C)c(C)c1 (stereo not drawn) | 2% | 3% | -10% | 2.6% | -12%
COC(=O)C1=C(CS(=O)(=O)c2cc(Cl)ccc2OC)NC(=O)NC1c1ccc(O)c(OC)c1 (stereo not drawn) | 5% | -14% | -11% | i | 0%
CC(=O)Nc1ccc(S(=O)(=O)Nc2ccccc2N2CCOCC2)cc1Cl | -3% | 3% | -11% | 2.9% | 0%
COc1ccc(S(=O)(=O)Oc2cc(C(=S)N3CCOCC3)ccc2OC)cc1 | · | · | · | 6.0% | -6%
CC1CN(c2cc3nccnc3cc2F)CC(C)O1 (stereo not drawn) | -9% | -3% | -3% | 0.5% | -16%
Cc1ccc(C2CC(=O)c3cnc(N4CCc5ccccc5C4)nc3C2)cc1 (stereo not drawn) | 12% | -10% | 10% | i | 3%
O=C(O)CSc1cnc2ccccc2n1 | 4% | -8% | -6% | 0.8% | -10%
Nc1ncnc(Sc2ccc(Cl)cc2)c1[N+](=O)[O-] | -10% | 2% | 37% | 7.5% | -16%
CC(=O)Nc1ccc(S(=O)(=O)N2CCSC2c2ccccc2Cl)cc1 (stereo not drawn) | -5% | 0% | 25% | i | -2% | inhibitors of VEEV 10K pilot screen=0.0
O=C(NCCCN1CCOCC1)c1cc(C(=O)C2CC2)c[nH]1 | 3% | 4% | 5% | i | -7%
CN(C)c1ccc(Cl)cc1N | -12% | 7% | 65% | 1.0% | -1%
CN(C)/C=N/c1c(C#N)cnn1-c1ncnc2sc(-c3ccccc3)cc12 | -1% | 33% | 63% | 8.8% | -15%
Cc1c(Cl)cccc1NC(=S)NCCc1ccc(Cl)cc1 | 6% | 4% | ? | i | 6%
CC(=O)Nc1ccc(NC(=O)COc2ccc(S(=O)(=O)N3CCCC3)cc2C)cc1 | 4% | 0% | 9% | 0.8% | 0%
OC(c1ccc2ccccc2n1)c1c(Cl)cccc1Cl (stereo not drawn) | · | · | · | 2.3% | -12%
COc1ccc(S(=O)(=O)N(C)C[C@H]2Oc3ccc(NC(=O)Cc4cn(C)c5ccccc45)cc3C(=O)N([C@@H](C)CO)C[C@@H]2C)cc1 | · | 6% | 61% | 2.9% | -6%
COc1ccc(Br)cc1/C=C/C(=O)NC(=S)Nc1ccc(Cl)c(C(=O)O)c1 | 14% | 1% | 6% | 2.6% | -5%
Cc1nnc(NC(=O)C2CC(=O)N(C(C)c3ccccc3)C2)s1 (stereo not drawn) | 9% | -9% | -13% | 3.6% | -9%
Later entries.
SMILES | Salmonella PhoP GFP | H37Rv inhibition | M. tuberculosis | inhibitors of VEEV | influenza NS1A | others
CN(C)CCCN1C(=O)C2CCc3[nH]c4ccccc4c3C2C1=O (stereo not drawn) | 10% | -8% | 9% | i | 0%
CC(=O)c1ccccc1OC(=O)COc1ccc([N+](=O)[O-])cc1 | -4% | -4% | 28% | 0.7% | -8%
Cc1cc(-c2nnc(SCC(=O)NC3CCCC3)o2)no1 | 14% | -6% | 58% | 0.3% | -3%
O=c1c(-c2ccccc2)coc2c(CN3CCOCC3)c(O)ccc12 | 15% | -9% | 0% | 2.3% | -3%
CO/N=C(/CS(=O)Cc1ccc(Cl)cc1)c1ccc(Cl)cc1 (stereo not drawn) | -8% | 5% | 24% | 3.1% | 1%
Cc1ccccc1SCC(=O)NNC(=O)c1ccncc1 | · | -18% | 47% | 0.0% | -4%
COC(C(=O)Nc1ccc(C(C)=O)cc1)c1ccccc1 (stereo not drawn) | 6% | -4% | 26% | 1.1% | 1%
CNC(=O)C1CCC(=O)N1Cc1ccc(C)cc1 (stereo not drawn) | 0% | -5% | 9% | 0.6% | 2%
O=C(CCNS(=O)(=O)c1ccc2[nH]c(=O)oc2c1)NCc1ccccc1 | 2% | -4% | 7% | 0.6% | -1%
CCOc1ccccc1NC(=O)N1C2CCCC1CC(NC(=O)C1CC1)C2 (stereo not drawn) | 4% | -2% | -3% | 1.8% | -7%
COC(=O)CSc1nc2c(c(-c3ccc(O)cc3)c1C#N)CCCC2 | 12% | 12% | 40% | 1.0% | -2%
COC(=O)CN1C(=O)[C@H]2[C@@H](c3ccc(C)o3)N3C(=O)CN(CC4CC4)C(=O)[C@@]3(Cc3ccccc3)[C@H]2C1=O | 1% | 0% | -16% | 0.5% | -2%
O=C(c1ccc(N2C(=O)c3ccccc3C2=O)cc1)N1CCCCC1 | -6% | 4% | -17% | 2.0% | -8%
COc1cccc(N(CC(=O)NCCSCc2ccco2)S(=O)(=O)c2ccccc2)c1 | -17% | 0% | -1% | 2.0% | 8%
O=C(NCc1cccnc1)c1ccccc1-c1nc(-c2ccccc2)no1 | -9% | 1% | -19% | 4.5% | -3%
O=C(O)c1cccc(-n2nc(-c3ccc(Cl)c([N+](=O)[O-])c3)c3ccccc3c2=O)c1 | 6% | 13% | 18% | 0.1% | 14%
O=C(c1ccccc1)N1CCC(c2nc(-c3ccc(S(=O)(=O)N4CCOCC4)cc3)no2)CC1 | -2% | 5% | 12% | 3.3% | -14%
Cc1ccc(S(=O)(=O)C2CCCCC2=O)cc1 (stereo not drawn) | -5% | 5% | -11% | i | 7%
O=C(c1cc2nc(-c3cccs3)cc(C(F)(F)F)n2n1)N1CCCc2ccccc21 | 5% | 1% | -1% | 0.6% | -3%
CC(C)(CNC(=O)CCC1CCCC1)CNC(=O)CCC1CCCC1 | -6% | -6% | 21% | 5.1% | -14%
O=C(N/N=C/c1cccnc1)c1ccccc1Cl | -3% | -7% | -12% | 1.5% | 3%
COc1cccc(COC(=O)CSCC(=O)Nc2cccc(C)c2)c1OC | 5% | 61% | ? | 1.7% | -6%
O=C(Nc1ccncc1)c1cc2ccccc2o1 | 12% | 5% | 21% | 0.0% | 5%
O=C(O)c1ccc(CNC(=O)C2CCCN2C(=O)OCc2ccccc2)cc1 (stereo not drawn) | 9% | 8% | -7% | i | -2%
CN(CC(=O)Nc1ccc(F)c(F)c1F)C(=O)C1CCN(C(=O)Nc2ccccc2)CC1 | 6% | 0% | -14% | 0.8% | -2%
(more compounds)
SMILES | Salmonella PhoP GFP | H37Rv inhibition | M. tuberculosis | inhibitors of VEEV | influenza NS1A | others
CC(=O)c1ccccc1NC(=O)c1ccc(N2CCCC2=O)cc1 | 0% | ? | -5% | 3.7% | -3%
COc1ccc(N2CCN(C(=O)c3ccc4c(=O)n5c(nc4c3)CCCCC5)CC2)cc1 | 8% | 0% | 19% | 1.0% | 5%
C/C(=N\Nc1cc(-c2ccccc2)nc(-c2ccc(Br)cc2)n1)c1cccc(N)c1 | -5% | ? | 7% | i | 3%
Cc1onc(-c2ccccc2Cl)c1C(=O)NC(=S)NCCc1ccccc1 | -5% | 2% | 40% | 0.1% | 39%
CC(=O)Nc1ccc(OCc2nnc(-c3ccc(Cl)cc3)o2)cc1 | 20% | -4% | 39% | 2.0% | 0%
CCOC(=O)CC(=O)CSc1nc(C)nc2c1oc1ccccc12 | -11% | -3% | -1% | 0.2% | 3%
CCN(CC)S(=O)(=O)c1ccc(N2CCN(C)CC2)c(NC(=O)c2cc(=O)c3ccccc3o2)c1 | -22% | 14% | 8% | 4.3% | 5%
O=C(Oc1ccc(-n2cnnn2)cc1)c1ccccc1 | 8% | 39% | 72% | 1.5% | -2%
COc1cccc2sc(N3CCN(C(=O)c4cccs4)CC3)nc12 | 12% | -7% | -6% | 8.9% | -7%
O=C(NCc1ccco1)c1cc2ccccc2c(=O)o1 | 1% | 1% | 77% | 5.2% | -2%
C=CCOC(=O)C1=C(C)OC(N)=C(C#N)C1c1ccccc1F (stereo not drawn) | 5% | 5% | 9% | 0.7% | -2%
CNC(=S)Nc1ccccc1-c1ccccc1 | -4% | 4% | -11% | i | -5%
O=C1C2C3CC(C(Br)C3Br)C2C(=O)N1CC1CCCO1 (stereo not drawn) | 0% | -2% | -13% | 0.5% | -4%
CCOC(=O)c1ccn(-c2nc(-c3ccco3)cc(C(F)(F)F)n2)n1 | -8% | -1% | 1% | 8.5% | 1%
Cc1ccc(N2CN(CCC3=CCCCC3)CNC2=S)cc1 | 0% | -9% | 37% | 0.0% | -3%
CNC(=O)c1cc2c(=O)n3cc(C)ccc3nc2n(C(C)C)c1=N | 7% | -5% | -1% | i | 13%
Cc1ccc(-n2c(C)cc(/C=C(\C#N)C(=O)NCC3CCCO3)c2C)cc1 (stereo not drawn) | -2% | 5% | 43% | i | 22%
O=C(COc1ccc(Cl)cc1)Nc1nnc(-c2ccco2)o1 | 8% | -3% | 6% | 1.1% | -8%
COc1cc(OC)cc(C(=O)OCC(=O)Nc2sccc2C(N)=O)c1 | 3% | 7% | 25% | 12% | -2%
Cc1ccc(C(=O)N/N=C/c2ccc([N+](=O)[O-])s2)cc1 | -15% | ? | 2.1µM* | 0.1% | 4%
O=C(CN1C(=O)C2C3c4ccccc4C(c4ccccc43)C2C1=O)Nc1cccc(C(=O)O)c1 (stereo not drawn) | -5% | 0% | 36% | 0.4% | -6%
O=C(Nc1ccc(Nc2ccccc2)cc1)Nc1ccccc1Cl | -8% | 69% | 13% | i | -12%
Cc1cc(-c2nnc(CCC(=O)NCc3cc(F)cc(C(F)(F)F)c3)o2)no1 | 3% | -6% | 16% | 2.6% | 7%
COC(=O)c1ccc(COC(=O)CCS(=O)(=O)c2ccc(C)cc2)cc1 | 4% | 3% | i | 1.4% | 4%
O=C(NCc1ccco1)c1ccc(CN2CCOCC2)cc1 | -9% | 1% | 3% | 2.6% | 1%

Reprinted from the part before: 3 entries, followed by the next part.
SMILES | Salmonella PhoP GFP | H37Rv inhibition | M. tuberculosis | inhibitors of VEEV | influenza NS1A | others
Cc1cc(-c2nnc(CCC(=O)NCc3cc(F)cc(C(F)(F)F)c3)o2)no1 | 3% | -6% | 16% | 2.6% | 7%
COC(=O)c1ccc(COC(=O)CCS(=O)(=O)c2ccc(C)cc2)cc1 | 4% | 3% | i | 1.4% | 4%
O=C(NCc1ccco1)c1ccc(CN2CCOCC2)cc1 | -9% | 1% | 3% | 2.6% | 1%
Cc1ccccc1Nc1nnc(SCC2CCCCO2)s1 (stereo not drawn) | 5% | 6% | 71% | 1.0% | -1%
O=c1ccc(Br)c[nH]1 | 5% | 6% | -5% | 2.5% | -1%
O=C(CN1C(=O)NC2(CCCc3ccccc32)C1=O)NCC(F)(F)F (stereo not drawn) | 5% | -4% | -2% | 0.2% | 3%
COc1ccc(NC(=O)C2C3C=CC4(O3)C2C(=O)N(CCN2CCCCC2)C4C(=O)NC2CCCC(C)C2C)cc1 (stereo not drawn) | -15% | 6% | -4% | i | -7%
CC(C)(C)[C@H]1C=C(C(=O)N2CCN(Cc3ccc4c(c3)OCO4)CC2)O[C@@H](OCc2ccc(CO)cc2)C1 | -1% | 2% | 14% | 0.7% | 2%
O=C(COC(=O)/C=C/C(=O)N1CCN(c2ccccc2)CC1)NC(c1ccccc1)c1ccccc1 | -5% | 6% | 20% | 4.3% | -2%

In the list so far, 4 contain a CF3 group.
SMILES | Salmonella PhoP GFP | H37Rv inhibition | M. tuberculosis | inhibitors of VEEV | influenza NS1A | others
O=C(c1cc2nc(-c3cccs3)cc(C(F)(F)F)n2n1)N1CCCc2ccccc21 | 5% | 1% | -1% | 0.6% | -3%
CCOC(=O)c1ccn(-c2nc(-c3ccco3)cc(C(F)(F)F)n2)n1 | -8% | -1% | 1% | 8.5% | 1%
Cc1cc(-c2nnc(CCC(=O)NCc3cc(F)cc(C(F)(F)F)c3)o2)no1 | 3% | -6% | 16% | 2.6% | 7%
O=C(CN1C(=O)NC2(CCCc3ccccc32)C1=O)NCC(F)(F)F (stereo not drawn) | 5% | -4% | -2% | 0.2% | 3%

Compounds as they come. About 1.4% of those tested had a hit in this group.
